Bioassay records from PubChem BioAssay.
NS5 inhibitors: flavivirus cap methylation enzyme inhibition – biochemical, confirmation dose response, primary screen (AID 588689) | Dengue-2 NS5 methyltransferase capping enzyme assay, biochemical; higher % means a stronger effect | hit rate 0.3% among 340,000 | inhibition, % at 25 µM, or IC50 in µM where a hit was titrated; in the data active = a potency from the dose series
Starred values were filed as active, the others as inactive. This is a subset. The share of hits here may be higher or lower than overall.

SMILES	NS5 inhibitors
O=S(=O)(c1ccc(NC(=S)NC23CC4CC(CC(C4)C2)C3)cc1)N1CCCCC1	-2%
C[C@@H]1CN([C@H](C)CO)C(=O)CCCn2cc(nn2)CO[C@H]1CN(C)S(=O)(=O)c1ccc2c(c1)OCCCO2	-5%
COc1ccc(C(C#N)=Cc2ccc(N(C)CCC#N)cc2)cc1	-9%
CC1(C)CN(c2ccc(Br)cc2)C(=O)[C@H]1CC(=O)Nc1ccccc1	-1%
C[C@@H]1CN([C@H](C)CO)C(=O)c2cc(-c3ccccc3)cnc2O[C@@H]1CN(C)C(=O)C1CCOCC1	4%
O=C(NC(=S)N1CCN(c2ccc(F)cc2)CC1)c1ccccc1	2%
O=C(CCNC(=O)N1CC(=O)Nc2ccccc21)NCc1ccccc1Cl	-8%
C[C@H]1CN([C@@H](C)CO)C(=O)CCCn2nncc2CO[C@@H]1CN(C)Cc1ccc(Cl)c(Cl)c1	-4%
CCCCN1C(=O)C(CC(=O)NCC2CCCCC2)CC(C(=O)N(C(C)C)C(C)C)=C1C (centres undefined)	-1%
CCC(C)c1ccc(O)c(NC(=S)NC(=O)c2cccs2)c1 (centres undefined)	4%
CC1(C)CC(=O)C2=C(C1)OC1=C(C(=O)CC(C)(C)C1)C2c1cccc([N+](=O)[O-])c1	1%
Cn1ccnc1CC(C)(O)c1ccccc1 (centres undefined)	2%

Reformatted: results already given
NS5 inhibitors | Structure
4% | C[C@@H]1CN([C@H](C)CO)C(=O)c2cc(-c3ccccc3)cnc2O[C@@H]1CN(C)C(=O)C1CCOCC1
2% | Cn1ccnc1CC(C)(O)c1ccccc1 (centres undefined)
-4% | C[C@H]1CN([C@@H](C)CO)C(=O)CCCn2nncc2CO[C@@H]1CN(C)Cc1ccc(Cl)c(Cl)c1
-8% | O=C(CCNC(=O)N1CC(=O)Nc2ccccc21)NCc1ccccc1Cl

The list goes on:
SMILES	NS5 inhibitors
CC(Sc1nc2ncc(Cl)cc2[nH]1)C(=O)Nc1ccccc1[N+](=O)[O-] (centres undefined)	-3%
Cc1ccc([C@H]2N[C@]3(CCCN(Cc4ccc(Cl)cc4)C3=O)[C@H]3C(=O)N(Cc4ccccc4)C(=O)[C@@H]23)cc1	-5%
Brc1ccc(-c2nc3c4ccccc4ccn3c2Cc2ccccc2)cc1	1%
CCCCCCCCC(=O)c1c(OC)oc(C=O)cc1=O	-14%
COC(=O)N(C)C[C@H]1OCc2cnnn2CCCC(=O)N([C@H](C)CO)C[C@H]1C	-1%
Cc1cccc(C)c1Nc1n[nH]c(=S)s1	-17%
O=C(C[C@H]1C[C@@H]2c3cc(NS(=O)(=O)c4ccccc4)ccc3O[C@@H]2[C@H](CO)O1)NC1CCCC1	1%
CN1CCN(c2ccc3sc(-n4ccc5ccccc54)nc3c2)CC1	9%
COc1ccccc1S(=O)(=O)N(C)C[C@H]1Oc2ncc(Br)cc2C(=O)N([C@H](C)CO)C[C@H]1C	-3%
COc1ccc(CC(=O)Nc2ccc3c(c2)OC2(CCCC2)O3)c(OC)c1	-4%
COc1cccc(/C=C2\SC(=S)N(CCCC(=O)N3CCOCC3)C2=O)c1	-5%
C[C@H]1CN([C@@H](C)CO)C(=O)CCCn2nncc2CO[C@H]1CN(C)C(=O)C1CC1	-7%
CC1(C)CC(=O)C=C(Nc2ccc(O)cc2)C1	-3%
Cc1noc(C)c1NC(=O)Nc1ccc2c(c1)C(=O)N([C@@H](C)CO)C[C@@H](C)[C@H](CN(C)C(=O)Nc1cccc3ccccc13)OCCCC[C@H](C)O2	-2%
CCCCN1C(=O)C(CC(=O)NCc2cccs2)CC(C(=O)N(CC)CC)=C1C (centres undefined)	4%
Nc1ccc(Nc2ccncc2)cc1	1%
C[C@@H]1CN([C@@H](C)CO)C(=O)CCCn2nncc2CO[C@H]1CN(C)C(=O)c1ccc2ccn(C)c2c1	-3%
O[C@@H]1C[C@H](c2ccc(Cl)cc2)N(CC2CCCCC2)C[C@H]1n1cc(C2CC2)nn1	-5%
COc1cc(C=NNc2ccccc2[N+](=O)[O-])cc(OC)c1OC	7%
O=C(CSc1ccccn1)NC1CCCc2c1cnn2-c1ccccc1F (centres undefined)	-1%
CCN(CC)C(=O)C1=C(C)N(CCCOC)C(=O)C(CC(=O)NCCCCc2ccccc2)C1 (centres undefined)	-2%
Cc1ccccc1S(=O)(=O)N(C)C[C@@H]1OCc2cnnn2CCCC(=O)N([C@@H](C)CO)C[C@@H]1C	-9%
Cc1ccc(Nc2n[nH]c(=S)s2)cc1	-15%
C[C@@H]1CN([C@@H](C)CO)S(=O)(=O)c2ccc(Br)cc2O[C@@H]1CN(C)C(=O)c1ccc(F)cc1	-1%
CC(OC(=O)c1cccnc1Cl)C(=O)NC1CCCCC1 (centres undefined)	2%
CN(CC(=O)Nc1ccc(F)c(F)c1F)C(=O)CCN1C(=O)C2CC=CCC2C1=O (centres undefined)	-1%
Cc1ccc(S(=O)(=O)N2CCCCC2)cc1NC(=O)CCNC(=O)c1ccccc1Cl	-3%
CCOC(=O)C(C)N1c2cccc3cccc(c23)S1(=O)=O (centres undefined)	7%
O=C(NCc1cccnc1)C(=O)NCC1OCCCN1S(=O)(=O)c1cc(F)ccc1F (centres undefined)	1%
COc1ccc(S(=O)(=O)N2CCOC2CNC(=O)C(=O)NCCCN2CCCC2=O)cc1OC (centres undefined)	3%
O=CN1CCN(C(=O)Cc2ccc(Cl)cc2)CC1	3%
C#CC(c1ccccc1)(c1ccccc1)n1ccnc1	-5%
C[C@@H]1CN([C@@H](C)CO)C(=O)c2cc(-c3ccccc3F)cnc2O[C@H]1CN(C)Cc1cccc(F)c1	-1%
COc1ncnc2c1ncn2CCCN[C@H](C)c1cccc2ccccc12	-1%
COc1cccc2ccc(CC(O)(c3ccccc3)c3ccccc3)nc12	-18%
CCOC(=O)CC(S(=O)(=O)c1ccccc1)S(=O)(=O)c1ccccc1	-37%
COc1ccc(NC(=O)N(C)C[C@@H]2OCc3cn(nn3)CCCC(=O)N([C@@H](C)CO)C[C@H]2C)cc1	2%
O=C(NC1CC1)c1cccc(NC(=O)C2CCN(S(=O)(=O)c3ccccc3C(F)(F)F)CC2)c1	-3%
CC1(C)CC(=O)C=C(c2ccc(COC(=O)Cc3ccccc3)cc2)C1=O	0%
O=C(O)c1ccccc1-c1ccccc1C(=O)Nc1ccc2c(c1)oc(=O)c1ccccc12	56µM*
Cc1nn(CC(=O)NC2CCCCC2)c(C)c1[N+](=O)[O-]	5%
COc1cc(C=NC2CCCCC2)ccc1O	-5%
CN(C)c1ccc(CNc2nc3ccccc3n2C)cc1	-5%
COC(=O)CCC(=O)N1CCC(Oc2cccc(C(=O)NCc3ccccn3)c2)CC1	-3%
COCCNC(=S)N(C)[C@H]1C[C@H]2c3cc(N4CCN(C)CC4)ccc3CCN2C(=O)[C@H]1[C@H](C)O	1%
Cc1cccc(C(=O)OCC(=O)NCc2ccc(Cl)cc2)c1	-5%
CC(=O)C1=C(O)C(=Cc2ccccc2)OC1=O	-14%
COCOCCn1cc(CN2CCS(=O)(=O)N(Cc3ccc(-c4ccc(Cl)nc4)cc3)C(C)C2=O)nn1 (centres undefined)	4%

With a hit mark in NS5 inhibitors (from the list above):
SMILES	NS5 inhibitors
O=C(O)c1ccccc1-c1ccccc1C(=O)Nc1ccc2c(c1)oc(=O)c1ccccc12	56µM*

Grouped by structure: the entries above containing a thiophene ring, fused or not
SMILES	NS5 inhibitors
CCC(C)c1ccc(O)c(NC(=S)NC(=O)c2cccs2)c1 (centres undefined)	4%
CCCCN1C(=O)C(CC(=O)NCc2cccs2)CC(C(=O)N(CC)CC)=C1C (centres undefined)	4%

(list continues)
SMILES	NS5 inhibitors
C[C@H](CO)N1C[C@H](C)[C@@H](CN(C)C(=O)Cc2ccccc2)OCCCC[C@H](C)Oc2ccc(NC(=O)NC3CCCCC3)cc2C1=O	-2%
CCCCCCN1C[C@@H](n2cc(C3CC3)nn2)[C@H](O)C[C@@H]1c1ccc(C)cc1	-7%
O=S(=O)(c1ccc(F)cc1)c1nc(-c2ccco2)oc1NCCCn1ccnc1	4%
O=C(COC(=O)Cc1ccc(Br)cc1)NCc1ccccc1	1%
COC(=O)N(C)C[C@@H]1OCc2cnnn2CCCC(=O)N([C@@H](C)CO)C[C@H]1C	-6%
CC(C)Cc1nnc(NS(=O)(=O)c2ccccc2)s1	2%
COc1ccc(N2CCN(C(=O)C(=O)c3cn(CC(=O)N4CCCC4)c4ccccc34)CC2)cc1	-6%
CC(=O)Nc1ccc(NC(=O)C(NC(=O)c2ccc(Cl)cc2)C(C)C)cc1 (centres undefined)	8%
Cn1nnc2cc(NC(=O)Nc3ccccc3F)ccc21	-4%
COCCCN1C(=O)C(CC(=O)NCC2CCCCC2)CC(C(=O)N(C)C)=C1C (centres undefined)	-1%
C[C@@H]1ON(C)[C@H]2C[C@H]3c4[nH]c5ccccc5c4CCN3C(=O)[C@@H]12	2%
CCN(CC)C(=O)C1=C(C)N(CCC2=CCCCC2)C(=O)C(CC(=O)NCc2cccc3ccccc23)C1 (centres undefined)	1%
C(=Cc1cnc2ccccc2n1)c1ccc2c(c1)OCO2	-2%
COc1ccc(N2CC(C(=O)Nc3nnc(SCC(=O)Nc4ccc(NC(C)=O)cc4)s3)CC2=O)cc1 (centres undefined)	3%
COc1ccc(S(=O)(=O)N2CCC(C(=O)NCCC(=O)NCCc3cccc(F)c3)CC2)cc1	-3%
CCCc1c(C(=O)N/N=C/c2ccoc2)nnn1-c1nonc1N	-1%
CCOC(=O)C1(c2ccccc2)CCCNC1=O (centres undefined)	-1%
C[C@H](CO)N1C[C@H](C)[C@H](CN(C)Cc2ccncc2)Oc2cc(-c3ccccc3F)ccc2S1(=O)=O	-11%
COC(=O)c1cccc(-n2c(C)cc(/C=C3\SC(=O)NC3=O)c2C)c1	10%
Cc1ccc(C)c(NC(=O)CN2C(=O)C3CC=CCC3C2=O)c1 (centres undefined)	2%
C[C@@H]1CN([C@@H](C)CO)C(=O)CCCn2nncc2CO[C@H]1CN(C)Cc1ccc2c(c1)OCCO2	-2%
CC(=O)Nc1ccc(S(=O)(=O)NCCc2ccc3c(c2)OCCO3)cc1	2%
CC1=C(C(=O)N(C)C)CC(CC(=O)NCCCCc2ccccc2)C(=O)N1CCCN1CCCC1=O (centres undefined)	5%
CNCc1cc(C)n(-c2cc(S(=O)(=O)N3CCOCC3)ccc2N2CCCC2)c1C	1%

A draw from above in order of SMILES length, rising.
SMILES	NS5 inhibitors
CCOC(=O)C1(c2ccccc2)CCCNC1=O (centres undefined)	-1%
Cc1ccc(C)c(NC(=O)CN2C(=O)C3CC=CCC3C2=O)c1 (centres undefined)	2%
COc1ccc(N2CC(C(=O)Nc3nnc(SCC(=O)Nc4ccc(NC(C)=O)cc4)s3)CC2=O)cc1 (centres undefined)	3%

Going on with the list.
SMILES	NS5 inhibitors
O=C1c2ccccc2-c2cc(Br)ccc2NC1O (centres undefined)	-4%
O[C@H]1CN(Cc2cccs2)[C@@H](c2ccc(Cl)cc2)C[C@@H]1n1cc(C2CC2)nn1	0%
Cc1ccc(C)c(S(=O)(=O)Nc2ccc(C(=O)NCCCN(C)C)cc2)c1	1%
CNC[C@H]1OCc2ccccc2-c2ccccc2C(=O)N([C@H](C)CO)C[C@H]1C	-2%
COc1ccc(C2C3=C(CCCC3=O)N(CC(=O)O)C3=C2C(=O)CCC3)cc1Br	3%
CCCCN1C[C@H](CSC)[C@@H](CC(=O)Nc2ccc(Br)cc2)C1=O	-1%
COc1cc(C)ccc1OCc1cc(C(=O)NC2CCOCC2)no1	3%
COc1ccc(NC(=O)CSc2nc3ccsc3c(=O)n2CCC(=O)O)cc1	3%
CCN(CC)C(=O)C1=C(C)N(Cc2ccc(OC)cc2)C(=O)C(CC(=O)NC2CC2)C1 (centres undefined)	-1%
O=C(NCCCN1CCCC1=O)C(=O)NCC1OCCN1S(=O)(=O)c1cc(F)ccc1F (centres undefined)	-4%
CCCC1NC(=O)c2cccnc2-n2c1nc1ccc(Cl)cc1c2=O (centres undefined)	1%
Cc1noc(C)c1C(=O)OC(C)C(=O)c1c[nH]c2ccccc12 (centres undefined)	2%
Cc1ccc(C(=O)COC(=O)CN2C(=O)C3CC=CCC3C2=O)cc1C (centres undefined)	-4%
COc1ccccc1N1CCN(C2CCCN(C(=O)c3cc(C(C)C)on3)C2)CC1 (centres undefined)	8%
Cc1cn([C@H]2C[C@H](O)[C@@H](CNCc3cnc(N4CCOCC4)s3)O2)c(=O)[nH]c1=O	3%
CC(C)CC1C(=O)N(Cc2cn(CC3CCCCC3)nn2)CCS(=O)(=O)N1Cc1ccc(-c2cccc(CO)c2)cc1 (centres undefined)	2%
O=C(CSc1ccccc1)NC1CC1	5%
Cc1ccc(S(=O)(=O)N2CCC(C(=O)N3CCCCCCC3)CC2)cc1C	6%
COc1ccc(CCC(=O)OCC(=O)NC2CCCC2)cc1OC	3%
O=C(CNc1cc(S(=O)(=O)N2CCOCC2)ccc1N1CCCC1)Nc1ccc(Cl)cc1F	-5%
O=C(CSc1nnc(-c2c[nH]c3ccccc23)n1C1CC1)NC1CCS(=O)(=O)C1 (centres undefined)	-5%
N#Cc1ccc(C(=O)Nc2cc(S(=O)(=O)N3CCOCC3)ccc2N2CCOCC2)cc1	1%
